HCV inh = HCV inhibition | Huh7.5.1 HCVcc-Cre infection, luciferase reporter, 44 h | Potency, µM (titrated, usually from 41.8 µM), for the others: top-dose activity change, negative = inhibition, most hits filed as inhibitors | 340,000 tested, 3.4% active; note: potency is the fitted concentration of half-maximal effect
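A cell-based infection assay in which seeded cells (1,000 per well) receive test compound after 4 h, are inoculated with HCVcc-Cre at approximately 0.5 moi, and are incubated 44 h before luminescence detection.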
AMA1-RON2 inh = inhibitors of Plasmodium falciparum AMA1-RON2 interaction | AlphaScreen AMA1-biotinylated RON2 peptide binding | Potency, µM (highest dose often 58.2 µM), for the others: at the highest dose activity change, negative = inhibition, usual class: inhibitors | 360,000 tested, 0.2% active;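 note: potency is the fitted concentration of half-maximal effect; 0% = vehicle wells and -100% = peptide control; nearly all actives have a fitted effect of over 45% in size; some results filed as inactive show a strong effect at the top dose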
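AMA1 (3D7) with his tag at 25 nM final met compounds first, then biotinylated RON2 peptide at 25 nM; detection used donor plus acceptor beads, 10 µg/mL apiece, read by AlphaScreen after 30 min at room temperature.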
Giardia FBPA inh = inhibitors of Giardia lamblia fructose-1,6-bisphosphate aldolase; 290,000 tested, 0.71% active; purified Giardia FBPA; Potency, µM (highest dose often 59.6 µM), for the others: at the top dose activity, negative = inhibition, most hits filed as inhibitors; note: potency is the fitted concentration of half-maximal effect; nearly all actives have a fitted effect of over 55% in size
Target sequence (A8B2U2 whole entry, looked up): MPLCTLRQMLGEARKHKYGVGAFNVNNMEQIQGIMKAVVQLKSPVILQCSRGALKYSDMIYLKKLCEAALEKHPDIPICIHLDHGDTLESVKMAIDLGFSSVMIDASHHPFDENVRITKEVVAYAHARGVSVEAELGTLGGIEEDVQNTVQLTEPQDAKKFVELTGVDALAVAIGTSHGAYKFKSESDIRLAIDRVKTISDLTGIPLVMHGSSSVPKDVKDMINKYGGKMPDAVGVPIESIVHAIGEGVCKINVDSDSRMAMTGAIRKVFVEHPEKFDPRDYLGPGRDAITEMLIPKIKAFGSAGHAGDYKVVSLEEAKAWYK
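40 nM FBPA preincubated 10 min at RT with compound (up to 57.5 uM final), then substrate plus GAPDH/TPI/NAD/arsenate coupling and diaphorase/resazurin added. Fluorescence read after 20 min at RT, 525/598 nm.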
Sm TGR inh = inhibitors of Schistosoma mansoni thioredoxin glutathione reductase. purified TGR, DTNB reduction, TNB absorbance 405 nm. Potency, µM (highest dose often 114 µM), without a hit: at the highest dose activity change, negative = inhibition, most hits filed as inhibitors. 360,000 tested, 3% active. AID 485364; note: potency is the fitted concentration of half-maximal effect; nearly all actives have a fitted effect of over 60% in size
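TGR 20 nM + NADPH 100 uM (dispensed conc.), cpd preinc 15 min RT; start with NADPH (500 uM addition) then DTNB (15 mM addition). Kinetic TNB absorbance, 405 nm filter. Four-parameter Hill fit across titration.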
AmpC inh detg = AmpC beta-lactamase inhibition with detergent present; P00811; AmpC hydrolysis of nitrocefin, absorbance 480 nm, 0.01% Triton; Potency, µM (series often up to 114 µM), for inactives: top-dose activity change, negative = inhibition, actives largely listed as inhibitors; 370,000 tested, 0.041% active;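 note: potency is the fitted concentration of half-maximal effect; 0% = no-compound wells and -100% = no-enzyme wells; nearly all actives have a fitted effect of over 25% in size; some results filed as inactive show a strong effect at the top dose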
Target sequence (P00811 whole entry, looked up): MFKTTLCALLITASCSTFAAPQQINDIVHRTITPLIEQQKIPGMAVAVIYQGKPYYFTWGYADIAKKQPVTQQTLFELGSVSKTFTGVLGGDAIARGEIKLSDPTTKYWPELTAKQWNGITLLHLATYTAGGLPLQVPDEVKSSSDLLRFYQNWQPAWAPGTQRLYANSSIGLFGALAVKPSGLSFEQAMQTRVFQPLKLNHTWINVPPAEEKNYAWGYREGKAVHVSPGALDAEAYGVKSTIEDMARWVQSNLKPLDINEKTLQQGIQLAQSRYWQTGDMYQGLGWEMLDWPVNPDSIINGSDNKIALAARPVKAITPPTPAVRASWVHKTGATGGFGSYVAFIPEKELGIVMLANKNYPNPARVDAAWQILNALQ
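AmpC (5.3 nM in the dispensed reagent) in 20 mM phosphate pH 7.0 with 0.01% (detergent screen) or 0.0001% Triton X-100 was preincubated with compounds for 15 min at room temperature. Nitrocefin was then added from an 800 uM solution, and hydrolysis was followed at 480 nm.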
HCMV inh = blocks human cytomegalovirus replication; activity change, negative = inhibition, % at 57.5 µM; AID 1259415; 410,000 tested, 4.5% active; HFF cells, HCMV-luciferase reporter, 72 h; active compounds read low; in the data active = activity change below about -60%; inconclusive = no clear call, values can overlap the other calls; inactive = above about -39%
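Luciferase read-out from HCMV-luciferase-infected HFFs (MOI 1 PFU/cell) 72 h post infection at 37C; compounds added after 16 h cell attachment; activity normalized between buffer-only basal and Salinomycin (10uM) inhibitor controls.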
Active calls of the source: *; ? = inconclusive; · = no result given; & = joins results of further samples; [ ] = remark or other dose. Unless noted, calls come from the whole dose curve; as a rule, active = well fitted curve in the direction sought with a large enough effect; inconclusive = small, poorly fitted or top-dose-only effect, or another doubt; inactive = no such curve, though single readings can be large; an effect the other way counts as inactive or inconclusive. Unless noted, % is set by controls: 0 for no effect and ±100 for the full control effect.

SMILES	HCV inh	AMA1-RON2 inh	Giardia FBPA inh	Sm TGR inh	AmpC inh detg	HCMV inh
CC(C)c1ccc(OCC(=O)Nc2cccc(C(=O)Nc3ccccc3C(=O)O)c2)cc1	8%	4%	20%	-5%	-2%	-39
Cc1ccccc1NC(=O)CON=C(N)c1ccccc1	8%	-7%	·	-2%	?	30
O=C(CSCc1ccccc1Cl)N1CCN(c2ccccn2)CC1	-20%	3%	-13%	-21%	-4%	-3
CCOc1ccc(C(=O)Nc2ccc3oc(-c4ccc(C)cc4C)nc3c2)cc1Br	·	·	·	4%	11%	9
CCOC(=O)Cn1c(=O)cc(C)c2cccc(C)c21	-8%	31%[activator]	-3%	·	5%	-34
CCn1cc(C(=O)NCCC2=CCCCC2)c(=O)c2cc(S(=O)(=O)N(C)C)ccc21	4%	-3%	4%	3%	1%	6
Cc1ccc(SCC(=O)NN2C(=O)c3ccccc3C2=O)cc1	12%	13%	5%	·	-3%	-10
CCOC(=O)C1CCCN(Cc2sccc2C)C1 (configuration not stated)	4%	-29%	-19%	8%	7%	·
CCCCCc1ccc(-c2cn(Cc3ccc(C)cc3)nn2)cc1	-3%	0%	-12%	1%	-14%	-14
Cc1cccc(NC(=O)c2ccc(-n3cccn3)c([N+](=O)[O-])c2)c1	?	7%	-30%	40µM*	9%	27
COc1ccc(CN2CCNC(=O)C2CC(=O)N(C)Cc2nonc2C)c(F)c1 (configuration not stated)	-6%	11%	·	?	3%	13
Fc1ccc(N2CCN(c3ncnc4[nH]ncc34)CC2)cc1	·	·	·	0%	-4%	-30
Cc1cc(C)nc(N/N=C2/CCSc3ccc(F)cc32)n1	-15%	39%[activator]	-27%	-2%	-7%	-10
COc1ccccc1N1CCN(C(=O)c2cc(=O)c3cc(C)ccc3o2)CC1	-27%	-6%	-3%	2%	2%	-39
COc1ccc(C2=NOC(C(=O)NCc3cccs3)C2)cc1OC (configuration not stated)	?	-1%	6%	0%	-6%	36
O=C1[C@@H]2CSC(c3ccc(Cl)cc3)N2C(=O)N1c1ccccc1 (some centres not stated)	·	·	·	8%	0%	-4
Cc1ccc(C2Cc3cc(O)c(O)cc3CN2)cc1 (configuration not stated)	?	2%	·	·	·	205
COc1cccc(NC(=O)C2CC(=O)n3cnnc3S2)c1 (configuration not stated)	20%	?	?	0.63µM*	-3%	-17
COc1ccc(OC)c(NC(=O)COc2coc(CN3CCCc4ccccc43)cc2=O)c1	?	-4%	·	-2%	-9%	?
CCc1ccc2nc3sc(C(=O)O)cc3cc2c1	9%	-3%	-5%	-21%	-4%	56
CCOc1ccc(OCCn2c(SCC(=O)O)nc3ccccc32)cc1	-24%	-1%	-19%	0%	?	20
Cc1cccc(C(=O)NCc2nnc(SCC(=O)NC3CCCC3)n2C)c1	16%	1%	3%	-1%	-8%	-29
O=C(NNc1ccnc2cc(Cl)ccc12)C1CCCCC1	2.8µM*	4%	-1%	3%	-1%	-82*
Cc1oc2ncnc(N3CCOCC3)c2c1C(=O)N1CCN(c2cccc(C(F)(F)F)c2)CC1	·	·	·	2%	8%	9
Cc1cc(C)cc(OCC(=O)Nc2cccc(S(=O)(=O)NC3=NCCC3)c2)c1	?	5%	·	-9%	-4%	-24
(list continues)
SMILES	HCV inh	AMA1-RON2 inh	Giardia FBPA inh	Sm TGR inh	AmpC inh detg	HCMV inh
Cn1cc(Cl)c(C(=O)NC2CCCCCC2)n1	2%	3%	0%	-12%	-11%	24
Cc1ccc2c(C)c(C(=O)N(C)Cc3nccn3C)oc2c1C	-21%	-2%	-10%	0%	-1%	-16
CN(C)/C=C1/OC(=O)C(C#N)=C1c1ccc(Cl)cc1	6%	-7%	4%	0%	2%	49
COC(=O)c1ccc(COC(=O)c2ccc(CS(=O)(=O)c3ccc(C)cc3)cc2)cc1	4%	-13%	0%	6%	-4%	34
O=C(COc1ccccc1)NCC(c1cccs1)N1CCOCC1 (configuration not stated)	3%	36%[activator]	2%	-29%	?	-2
Cc1cc(C)c(OCC(=O)Nc2cccc(O)c2)cc1C	13%	-6%	1%	1%	3%	107
NC(=O)c1sc(-c2ccsc2)cc1NS(=O)(=O)c1ccc(C(F)(F)F)cc1	-2%	-15%	?	0%	-1%	-8
O=C(CN(Cc1cccs1)S(=O)(=O)c1ccc(S(=O)(=O)N2CCCCC2)cc1)Nc1ccccc1	5%	-12%	6%	-2%	1%	23
CCN(C(=O)Cn1cnc2onc(-c3ccc(F)cc3)c2c1=O)c1ccc(OC)cc1	·	·	·	3%	17%	-30
Cc1ccccc1/C=N/n1c(C2CCCCC2)n[nH]c1=S	-9%	77%[activator]	17%	6%	0%	22
CCOC(=O)[C@@H]1[C@H]2COc3ccc(Br)cc3[C@H]2N2C(=O)N(c3ccc(F)cc3)C(=O)[C@@]12C	7%	3%	1%	7%	?	·
Cc1ccc(SCC(=O)NCCSCc2ccccc2)cc1	1%	9%	4%	-7%	?	-24
O=C(NC1CCCCC1)c1ccc2c(c1)OCO2	-1%	-3%	-1%	6%	1%	96
N/C(=N\OC(=O)C1CCCCC1)c1cccc([N+](=O)[O-])c1	-10%	-15%	0%	-15%	?	·
Cc1occc1C(=O)N/N=C/C(Br)=C/c1ccccc1	?	0%	-10%	?	-15%	28
Cc1ccc(C)c(NC(=O)CSc2nc(C)cs2)c1	13%	0%	·	-8%	-10%	-5
Cc1ccc(-c2noc(-c3cc(C(C)(C)C)nn3Cc3ccccc3)n2)cc1	-9%	11%	0%	1%	-3%	-9
O=C(c1cccs1)N1CCN(S(=O)(=O)N2CCOCC2)CC1	10%	-3%	3%	-5%	?	-14
COc1ccc(OC)c(-n2nnc(-c3nc(-c4ccc5c(c4)OCO5)no3)c2C)c1	·	·	·	44%[activator]	6%	-1
CC1Cc2ccccc2C(CCc2ccccc2)=N1 (configuration not stated)	10%	1%	-10%	6%	2%	-25
CC1=C(C(=O)NCCN2CCN(C)CC2)C2(CCC(C)CC2)OC1=O (configuration not stated)	21%	-4%	·	6%	-12%	26
O=C(Nc1ccc(Br)cc1)c1cccc(OC(=S)N2CCOCC2)c1	8.9µM*	-18%	-9%	3%	?	-77*
CCCN(C(=O)COC(=O)c1nc2nccc(C)n2n1)C1CCS(=O)(=O)C1 (configuration not stated)	10%	4%	·	·	·	9
CCC(C)NC(=O)Cn1c(=O)n(Cc2ccc(C(=O)NCc3ccccc3OC)cc2)c(=O)c2ccccc21 (configuration not stated)	·	·	·	0%	26%	-13
CCN(Cc1ccccc1)C(=O)CCS(=O)(=O)c1ccc2c(c1)CCN2C(C)=O	2%	-4%	13%	-16%&-4%	-7%&0%	-39&-3

Shown with values under each structure: 2 of the compounds above
Values run as follows: HCV inh, AMA1-RON2 inh, Giardia FBPA inh, Sm TGR inh, AmpC inh detg, HCMV inh
Cc1cc(C)c(OCC(=O)Nc2cccc(O)c2)cc1C
→ 13%, -6%, 1%, 1%, 3%, 107
NC(=O)c1sc(-c2ccsc2)cc1NS(=O)(=O)c1ccc(C(F)(F)F)cc1
→ -2%, -15%, ?, 0%, -1%, -8

One compound at a time, as listed above:
Record of CCN(C(=O)Cn1cnc2onc(-c3ccc(F)cc3)c2c1=O)c1ccc(OC)cc1 : HCV inh: ·; AMA1-RON2 inh: ·; Giardia FBPA inh: ·; Sm TGR inh: 3%; AmpC inh detg: 17%; HCMV inh: -30
Record of Cc1ccc(-c2noc(-c3cc(C(C)(C)C)nn3Cc3ccccc3)n2)cc1 : HCV inh: -9%; AMA1-RON2 inh: 11%; Giardia FBPA inh: 0%; Sm TGR inh: 1%; AmpC inh detg: -3%; HCMV inh: -9
Record of CN(C)/C=C1/OC(=O)C(C#N)=C1c1ccc(Cl)cc1 : HCV inh: 6%; AMA1-RON2 inh: -7%; Giardia FBPA inh: 4%; Sm TGR inh: 0%; AmpC inh detg: 2%; HCMV inh: 49

More records:
SMILES	HCV inh	AMA1-RON2 inh	Giardia FBPA inh	Sm TGR inh	AmpC inh detg	HCMV inh
C=C(Cl)COc1ccc2c(CC)cc(=O)oc2c1	8.9µM*	4%	3%	-10%	-14%	8
C/C(=N\NC(=O)c1cc(C2CC2)nc2ccccc12)c1ccc(C)s1	-6%	82%[activator]	-7%	0%	-11%	-4
O=C1CCSC2(C(=O)N(Cc3ccc(F)cc3)c3ccccc32)N1c1cccc(F)c1 (configuration not stated)	·	·	·	3%	-2%	0
Cc1ccc(N(c2ncnc(N)c2[N+](=O)[O-])C2CCCCC2)cc1	24%	28%	1%	-24%	-6%	?
C=CCNC(=O)/C(C#N)=C/c1ccc(C)o1	9%	0%	-5%	?	-9%	-26
O=C(CNCc1ccccn1)Nc1cc(S(=O)(=O)N2CCCCC2)ccc1Cl	?	-34%	?	-1%	-3%	-37
O=C(O)CN1C(=O)/C(=C\C(Br)=C\c2ccccc2)SC1=S	?	-2%	?	20µM*	1%	-34
Cc1cccc(CC(=O)Nc2ccc3nc(N4CCC(C)CC4)cc(C)c3c2)c1	·	·	·	4%	14%	-3
CCCC(=O)Nc1ccc(NC(=O)c2cccs2)cn1	9%	-13%	-5%	-11%	-7%	2
Cc1cccc(C)c1NC(=O)C1CCCN1S(=O)(=O)c1ccccc1 (configuration not stated)	18%	-8%	6%	-2%&46%	?	10&22
COc1ccccc1NC(=O)CCC(=O)O	13%	-2%	4%	3%	-15%	63
C(=N\N1CCN(c2ccccc2)CC1)/c1ccccc1	9%	?	4%	4%	-3%	-4
COc1cccc(OC(C)c2ccnc3nc(/N=C/N(C)C)nn23)c1 (configuration not stated)	-7%	20%	-8%	-1%	4%	10
Cc1ccc(Nc2cc(-n3cccn3)ncn2)c(C)c1	-16%	1%	3%	6%	?	77
COc1ccc(CC(=O)NCc2n[nH]c(=S)n2C)cc1	10%	-20%	-13%	2%	-1%	33
CN1C(=O)N(C)C2C1N(C)S(=O)(=O)N2C (configuration not stated)	11%	-14%	0%	-10%	?	-20
Cn1nc2c3ccccc3n(Cc3ccccc3)c2nc1=S	4%	23%	6%	16%	-1%	13
Cn1c(N)nc2ccccc2c1=O	8%	-13%	3%	0%	-1%	-1
Cc1cccc(NC(=O)CSc2nc(NS(=O)(=O)c3ccccc3)cc(=O)[nH]2)c1	-6%	-1%	-7%	18%	-7%	-29
Cc1cccc(OCC(=O)Nc2cccc(-c3nc4ccccc4s3)c2)c1	·	·	·	6%	21%	67
O=S1(=O)CC(NCc2ccccc2)C(Nc2ccccc2)C1 (configuration not stated)	2%	4%	1%	-9%	0%	-1
N#Cc1cc(-c2ccc(Cl)cc2)cn(Cc2c(Cl)cccc2Cl)c1=O	4%	-4%	5%	-10%	-14%	-89*
CC(C)(C)c1ccc(C(=O)N2CCN(S(=O)(=O)c3ccc(Br)s3)CC2)cc1	?	-9%	·	-3%	17%	-29
Cn1c(=O)n(C/C=C/c2ccccc2)c(=O)c2c1nc1n2CCN1c1ccc(Cl)cc1	·	·	·	6%	3%	-21
O=C(NCc1ccccc1)NC1(C(=O)N2CCN3CCCC3C2)CCCCC1 (configuration not stated)	3%	1%	-1%	-33%	-4%	-35
CC(=O)Nc1ccc(S(=O)(=O)N2CCC3(CC2)CC(=O)c2ccccc2O3)cc1	1%	2%	·	1%	-1%	-16
Cc1cc(C(=O)NC2CC(C)(C)Cc3c2cnn3-c2ccccc2)n(C)n1 (configuration not stated)	-15%	5%	·	-24%	-11%	-18
CC(C)OP(=O)(c1ccc(N(C)C)cc1)C(O)c1c(Cl)cccc1Cl (configuration not stated)	4%	-2%	0%	12%	-12%	4

No enrichment for hits; 9.3% or so of the library scored in one or more.
